Screening results (PubChem)
POLK inh: DNA polymerase kappa (human) inhibition; Q9UBT6; purified Pol kappa, fluorescent DNA synthesis assay, 10 min; Potency, µM (titrated, usually from 107 µM), for inactives: at the highest dose activity, negative = inhibition, most hits filed as inhibitors; AID 588579; 400,000 compounds, 0.53% hits; further: potency means the concentration at half of the fitted maximal effect; on the % scale 0 is the no-effect control and ±100 the full control effect
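Kinetic fluorescence readout at 0 and 10 min followed reaction start with substrate at 50 nM final. Beforehand, enzyme (10 nM Pol kappa) stood 15 min with compound at room temperature; buffer-only wells were negative controls.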
ERG Ets-DNA blk: blocks human ERG Ets domain binding to DNA; fluorescence polarization, His-ERG Ets domain / labelled DNA; 370,000 compounds, 0.028% hits; P11308; Potency, µM (doses to about 76.9 µM), inactives show top-dose FP activity, negative = inhibition, most hits filed as inhibitors; active means well fitted inhibition curve with a large enough effect in the polarisation, with a control signal flat; inconclusive means small, poorly fitted or top-dose-only effect, or effect the other way, or a change in a side signal; inactive means no such curve, though single readings can be large or run the other way; the % refers to the polarisation;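 further: polarization taken with two DNA probes labelled with fluorescein and Texas red; potency means the concentration at half of the fitted maximal effect; % of control where 0% means no effect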
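His-tagged ERG Ets domain (1 uM in the protein solution; 300mM KCl, 50mM Tris-HCl, 1mM EDTA, 1mM DTT, pH 7.5) received compound, then a probe mix of 5 nM fluorescein-DNA and 100nM Texas-615-DNA. Fluorescence polarization was read for both dyes.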
Pol beta inh: DNA polymerase beta (human) inhibition; 340,000 compounds, 1.3% hits; Potency, µM (doses to about 114 µM), inactives show at the highest dose activity change, negative = inhibition, actives largely listed as inhibitors; Pol beta primer extension/strand displacement, fluorescence kinetic; AID 485314; further: potency means the concentration at half of the fitted maximal effect; on the % scale 0 is the no-effect control and ±100 the full control effect
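Enzyme-only controls used 10 nM Pol beta; buffer lacking enzyme served as negative control. Compound preincubated 15 min, then 50 nM substrate added; 0 and 10 min reads at room temperature.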
Anesthetic bind: binds horse apoferritin like a general anesthetic | P02791 | apoferritin/1-aminoanthracene competitive binding, fluorescence | 350,000 compounds, 0.074% hits | Potency, µM (doses to about 77.5 µM), inactives show top-dose activity change, negative = displacement, usual class: inhibitors; further: potency means the concentration at half of the fitted maximal effect; on the % scale 0 is the no-effect control and ±100 the full control effect; nearly all actives have a fitted effect of over 20% in size
Target sequence (P02791 2-175 limits assumed): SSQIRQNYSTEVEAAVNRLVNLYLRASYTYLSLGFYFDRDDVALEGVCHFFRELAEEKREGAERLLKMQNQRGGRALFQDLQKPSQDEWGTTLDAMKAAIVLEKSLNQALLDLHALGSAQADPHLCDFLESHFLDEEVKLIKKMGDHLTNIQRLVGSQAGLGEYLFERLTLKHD
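Read-out: endpoint 1-AMA fluorescence, excitation 380 nm and emission 535 nm, after compounds sit 10 min at room temperature with 10 uM horse-spleen apoferritin in 50% saturated 1-AMA/PBS. Values come from four-parameter Hill fits.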
APE1 inh: inhibitors of human APE1 endonuclease. P27695. Potency, µM (doses to about 65.8 µM), for the others: top-dose activity change, negative = inhibition, actives largely listed as inhibitors. recombinant APE1, TAMRA/BHQ-2 abasic DNA cleavage fluorescence. 350,000 compounds, 0.35% hits;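 further: potency means the concentration at half of the fitted maximal effect; plate controls were vehicle for no effect and reference inhibitor for full effect; nearly all actives have a fitted effect of over 55% in size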
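Endonuclease cleavage of a quenched abasic-site DNA duplex (50 nM) by APE1 (0.75 nM) was tracked by TAMRA dequenching. Compounds were preincubated with enzyme 15 min at room temperature; data normalized to buffer-only and DMSO wells plus NSC13755 control.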
12-LOX inh: blocks human arachidonate 12S-lipoxygenase. P18054. purified 12hLO, xylenol orange hydroperoxide absorbance. Potency, µM (highest dose often 108 µM), without a hit: at the highest dose activity change, negative = inhibition, actives largely listed as inhibitors. 580,000 compounds, 1.1% hits. AID 1671190; further: potency means the concentration at half of the fitted maximal effect; on the % scale 0 is the no-effect control and ±100 the full control effect
Target sequence (P18054 whole entry, looked up): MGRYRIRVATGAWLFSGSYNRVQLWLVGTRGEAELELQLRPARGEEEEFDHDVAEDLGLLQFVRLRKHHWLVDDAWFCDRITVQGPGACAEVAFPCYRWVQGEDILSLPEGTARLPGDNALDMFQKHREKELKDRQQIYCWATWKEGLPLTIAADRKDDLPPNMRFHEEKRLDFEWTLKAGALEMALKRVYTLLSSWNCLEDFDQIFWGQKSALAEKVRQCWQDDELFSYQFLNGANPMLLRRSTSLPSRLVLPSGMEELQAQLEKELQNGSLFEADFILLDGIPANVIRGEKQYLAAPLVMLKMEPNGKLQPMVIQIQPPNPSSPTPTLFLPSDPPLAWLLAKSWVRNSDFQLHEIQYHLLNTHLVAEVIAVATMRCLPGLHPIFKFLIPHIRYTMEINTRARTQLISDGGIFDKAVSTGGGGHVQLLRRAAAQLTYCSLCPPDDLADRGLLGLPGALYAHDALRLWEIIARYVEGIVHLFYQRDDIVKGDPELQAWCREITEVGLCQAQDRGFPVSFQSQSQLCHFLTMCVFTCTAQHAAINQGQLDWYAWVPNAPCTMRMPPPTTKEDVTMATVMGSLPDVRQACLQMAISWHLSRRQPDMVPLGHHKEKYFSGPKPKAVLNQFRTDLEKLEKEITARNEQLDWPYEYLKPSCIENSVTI
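Purified human 12hLO at 150 nM in 25 mM Hepes, 0.01% Triton X-100, pH 7.0, preincubated 15 min at room temperature with compound. Reaction started with 40 uM arachidonic acid, 30 min at room temperature. Hydroperoxide measured by Fe-xylenol orange, 573/405 nm absorbance ratio.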
LDHA block: inhibitors of human lactate dehydrogenase A; purified LDHA, NADH/diaphorase-resazurin fluorescence; stronger effect = lower value; AID 1347041; 480,000 compounds, 0.15% hits; P00338; activity change, % (values are at about 110 or 230 µM); in the data active means activity change below about -30%; inconclusive means mostly about -25% to -30%;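 further: plate controls were DMSO wells for no effect and wells without enzyme for full effect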
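Remaining NADH was detected by diaphorase (0.133 mg/mL) converting 37 µM resazurin to fluorescent resorufin, read at 0 and 20 minutes. The preceding 5-minute room-temperature reaction used 2 nM LDHA, 0.2 mM sodium pyruvate and 0.06 mM NADH at pH 7.4.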
Pol eta inh: DNA polymerase eta (human) inhibition | AID 588591 | Q9Y253 | 390,000 compounds, 1.2% hits | Potency, µM (top dose mostly 114 µM), inactives show at the top dose activity change, negative = inhibition, usual class: inhibitors | recombinant Pol eta, fluorescent DNA replication assay; further: potency means the concentration at half of the fitted maximal effect; on the % scale 0 is the no-effect control and ±100 the full control effect
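Fluorescent replication assay: 50 nM final substrate added after a 15 min room-temperature compound preincubation with 10 nM enzyme. Signal taken at 0 min and again at 10 min.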
RGS4 inhibitor: blocks human RGS4-accelerated GTP hydrolysis; P49798; Transcreener GDP fluorescence polarization, RGS4-accelerated GTP hydrolysis; Potency, µM (titrated, usually from 114 µM), for inactives: at the top dose activity change, negative = inhibition, most hits filed as inhibitors; 390,000 compounds, 0.039% hits; AID 504845; further: potency means the concentration at half of the fitted maximal effect; on the % scale 0 is the no-effect control and ±100 the full control effect; nearly all actives have a fitted effect of over 75% in size; some results filed as inactive show a strong effect at the top dose
Target sequence (P49798 whole entry, looked up): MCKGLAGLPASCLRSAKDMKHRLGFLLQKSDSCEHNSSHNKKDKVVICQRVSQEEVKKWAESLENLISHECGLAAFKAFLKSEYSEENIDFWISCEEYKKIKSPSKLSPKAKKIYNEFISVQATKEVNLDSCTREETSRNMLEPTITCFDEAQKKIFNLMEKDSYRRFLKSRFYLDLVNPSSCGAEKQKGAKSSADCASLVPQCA
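MLSMR compounds (23 nl, pin-transferred) preincubated 10 min at room temperature with a 500nM (2x) first reagent, then RGS4 at 900nM (2x) plus Transcreener GDP mix added; fluorescence polarization (620/688 nm) read before and after 90 min at 30 °C.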
* = called active by the depositor; ? = inconclusive; . = not tested or not shown; & = joins results of further samples; [ ] = dose if it differs, or a comment. Unless noted, the call rests on the fitted dose curve; in most records, active means well fitted curve in the direction sought with a large enough effect; inconclusive means small, poorly fitted or top-dose-only effect, or another doubt; inactive means no such curve, though single readings can be large; an effect the other way counts as inactive or inconclusive. These rows are one share of the data. The share of hits here may be higher or lower than overall.

SMILES | POLK inh | ERG Ets-DNA blk | Pol beta inh | Anesthetic bind | APE1 inh | 12-LOX inh | LDHA block | Pol eta inh | RGS4 inhibitor
Cn1nc(-c2ccc(C(=O)O)cc2)c2ccccc2c1=O | 3% | 2% | -1% | -7% | 2% | 0% | 0 | -7% | -5%
CN(CC(=O)Nc1ccc(F)cc1)C(=O)COc1ccc(C(=O)c2ccccc2)cc1 | -8% | -6% | 3% | -5% | -6% | -14% | -3 | -16% | -32%
CCc1cccc(NC(=O)CCc2c(C)nn(-c3ccc(N4CCCCC4)nn3)c2C)c1 | 5% | -4% | -11% | -10% | 47%[activator] | 10% | 1 | -21% | -15%[56.9 µM]
Cc1ccc(CN(Cc2ccco2)C(=O)c2oc3cc(Br)ccc3c2C)cc1 | 0% | -8% | -23% | -4% | . | -4% | 1 | -13% | -34%
CC(C)OC(=O)CSc1nnc(CNc2ccc(Cl)cc2)n1C | 2% | 2% | 19% | -8% | 6% | -4% | -3 | -2% | 6%
Cc1ccccc1CN1CCCOCCS1(=O)=O | 3%&-15% | -6% | 10% | ? | 0% | 7% | 4 | -18% | -1%
C/C(=N/NC(=O)c1cc2ccccc2cc1O)c1ccco1 | ? | 11% | 63µM* | -17% | -11% | ? | 5 | -14% | -53%
COc1ccc(-n2c(SC)nc(O)c(Cc3ccccc3)c2=O)cc1 | -2% | -12% | 30% | -7% | 9% | -23% | -4 | 3% | -5%
COc1ccc2cnn(-c3ccc(C)cc3)c(=O)c2c1OC | -2% | -6% | 7% | -6% | -1% | 0% | -3 | -7% | -33%
Cc1cc(S(=O)(=O)N2CCCC(N(C)CCc3ccccn3)C2)c(C)cc1Cl (centres undefined) | 7% | 11% | -4% | -17% | -17% | ? | 0 | -16% | ?
CCC(=O)/C=C1/Sc2ccccc2N1CC | -20% | 0% | 6% | -3% | -6% | -28% | 13 | -6% | -36%
Cc1cccc(N(Cc2ccccc2)C(=O)CN2C(=O)NC3(CCCCC3C)C2=O)c1 (centres undefined) | -4% | 3% | . | . | 12% | 6% | -1 | -9% | 5%
CC1(C)Cc2c(sc3nc(SCC(=O)O)[nH]c(=O)c23)CO1 | 2% | -6% | 11% | -8% | 5% | -7% | -4 | 5% | ?
Cc1ccc(Nc2c(-c3ccccc3)nc3cnccn23)cc1 | 8% | -6% | 1% | -16% | -10% | -1% | 0 | -16% | -6%
Cn1c(=O)c2c(nc(NCCCO)n2Cc2cccc(Br)c2)n(C)c1=O | -6% | -11% | -7% | -13% | -3% | 0% | -2 | 1% | 18%

Grouped by structure: the compounds so far with a carbonyl joined to an NH by a bond outside any ring
SMILES | POLK inh | ERG Ets-DNA blk | Pol beta inh | Anesthetic bind | APE1 inh | 12-LOX inh | LDHA block | Pol eta inh | RGS4 inhibitor
CN(CC(=O)Nc1ccc(F)cc1)C(=O)COc1ccc(C(=O)c2ccccc2)cc1 | -8% | -6% | 3% | -5% | -6% | -14% | -3 | -16% | -32%
CCc1cccc(NC(=O)CCc2c(C)nn(-c3ccc(N4CCCCC4)nn3)c2C)c1 | 5% | -4% | -11% | -10% | 47%[activator] | 10% | 1 | -21% | -15%[56.9 µM]
C/C(=N/NC(=O)c1cc2ccccc2cc1O)c1ccco1 | ? | 11% | 63µM* | -17% | -11% | ? | 5 | -14% | -53%

Next results follow.
SMILES | POLK inh | ERG Ets-DNA blk | Pol beta inh | Anesthetic bind | APE1 inh | 12-LOX inh | LDHA block | Pol eta inh | RGS4 inhibitor
O=C(COC(=O)CN1CCSC1=O)Nc1ccc(F)cc1Cl | -4% | . | . | . | 15% | 223%[activator] | -3 | -7% | ?
O=C(CCC1CCCCC1)NCCS(=O)(=O)N1CCN(c2ccccc2F)CC1 | -13% | -4% | . | . | -6% | -13% | -4 | -6% | 16%
N#Cc1ccc(CSc2nnc(COc3ccccc3)n2-c2ccccc2)cc1 | -7% | -6% | 19% | -18% | -4% | 11% | 8 | -16% | -11%
COc1ccccc1N1CCN(S(=O)(=O)c2ccc3[nH]c4c(c3c2)CCCC4)CC1 | -24% | 1% | ? | 3% | . | -19% | -1 | -13% | 2%
Cc1cccc(-c2cnn(-c3cccc([N+](=O)[O-])c3)c2N)c1 | -4% | ? | -1% | ? | -8% | 3% | -1 | -10% | -44%
COc1ccc(NC(=O)CCCSc2ccccc2)cc1 | 1% | -8% | 4% | -4% | 2% | -20% | -2 | -14% | -19%
Cc1ccccc1OCC(=O)Nc1ccc(Cc2ccncc2)cc1 | -8%[60.1 µM] | 7% | -27% | -23% | 7% | 9% | -4 | -13% | 11%[11.4 µM]
COc1ccc(CCNC(=O)COc2ncnc3cc([N+](=O)[O-])ccc23)cc1 | -11% | -5% | -7%[57.1 µM] | -7% | 3% | -8% | -17 | -7% | 17%
Nc1ccc(C(=O)N/N=C/c2ccccc2)cc1 | -5% | -6% | 1% | -5% | -2% | 0% | 0 | -9% | -2%
Cc1cc(NC(=O)COc2coc(CN3CCN(c4ccccc4F)CC3)cc2=O)no1 | -1% | 0% | . | . | 13% | 10% | -5 | -8% | -1%
CC1=NOC(=O)/C1=C/c1ccc2c(c1)OCO2 | 9% | -4% | 11% | -12% | -1% | ? | -2 | 9% | ?
O=C(O)c1ccc(CNCc2c(Cl)cccc2Cl)cc1 | -4% | 7% | -3% | 8% | 10% | -4%&-16% | 1&-7 | -4% | -7%
Cc1cc2c(cc1C)C(c1cccc([N+](=O)[O-])c1)CC(=O)N2 (centres undefined) | -5% | 4% | 18% | -20% | -2% | 5% | 3 | -13% | -9%
Cc1nc2scc(C)n2c(=O)c1S(=O)(=O)Nc1ccc(N2CCOCC2)c(Cl)c1 | ? | 12%&1% | 6%&-13% | -5%&-1% | 82%[activator] | ? | 0&-3 | -10%&-21% | -40%[56.9 µM]
O=C(O)CCCCCNC(=O)c1ccc(Br)cc1 | -3% | -3% | 6% | -12% | 13% | -18% | -2 | -1% | 0%[56.9 µM]
COc1ccc(CNC(=O)CCc2c[nH]c3ccccc23)cc1 | -12% | 2% | 8% | -5% | 8% | -20% | -12 | -13% | -9%
Cc1cccc(C(=O)N2CCCC(N3CCN(c4cccc(Cl)c4)CC3)C2)n1 (centres undefined) | 0% | -1% | 23% | -6% | 26% | 1% | -6 | -2% | 6%
Cc1ccc(S(=O)(=O)NCc2nc3ccccc3c(=O)n2N)cc1 | 11% | -2% | 0% | -3% | -1% | 0% | -2 | -12% | -8%
COc1ccc(N2CCN(S(=O)(=O)c3ccc(OC)c(C(=O)N4CCOCC4)c3)CC2)cc1 | -2% | 14% | 0% | 4% | 78%[activator] | ? | -1 | -14% | 10%
Cc1ccc(-n2c(=O)c3ccc(C(=O)NCc4ccccc4Cl)cc3n(CC(=O)Nc3ccc(C)cc3C)c2=O)cc1 | -9% | -11% | 32% | 5% | . | -26% | -6 | -3% | 9%
Cc1ccc(SCC(=O)N(C)C2CCS(=O)(=O)C2)c(C)c1 (centres undefined) | -16% | 0% | . | . | -12% | 19% | -6 | -12% | 34%[activator]
COc1ccc(-c2nnc3n2CCCCC3)cc1OC | -2% | -9% | -1% | 2% | 29%[12.4 µM] | -5% | -3 | 1% | 12%
COc1cccc2cc(C(=O)N3CCN(c4ccccn4)CC3)c(=O)oc12 | -2% | -6% | 12% | -9% | 3% | 0% | -1 | -12% | -23%[11.4 µM]
COc1ccc2nc(NC(=O)/C=C/c3ccc4c(c3)OCO4)sc2c1 | . | . | -1% | 8% | 6% | -2% | . | . | .
Cc1ccc(C)c(S(=O)(=O)NCCOc2nc(NC(C)C)nc(NC(C)C)n2)c1 | -6% | . | 38% | -16% | 0% | 7%[57.4 µM] | -2 | -8% | -3%
COc1cccc(-c2csc(NC(=O)Nc3ccccc3)n2)c1 | -1% | 13% | ? | -4% | 18% | 0% | -2 | -13% | -17%
O=c1[nH]oc2cc(Cl)ccc12 | 5% | 2% | -25% | 2% | 0% | ? | -4 | -7% | 10%
Cc1ccc(C(=O)NCC(=O)N(C)CC(=O)Nc2c(Cl)cccc2Cl)s1 | -10% | -4% | . | . | 5% | 10%&8% | 2&-20 | -9% | 21%

Single records (already shown). Values in the order: POLK inh | ERG Ets-DNA blk | Pol beta inh | Anesthetic bind | APE1 inh | 12-LOX inh | LDHA block | Pol eta inh | RGS4 inhibitor
CC(C)OC(=O)CSc1nnc(CNc2ccc(Cl)cc2)n1C reads 2% | 2% | 19% | -8% | 6% | -4% | -3 | -2% | 6%
Cc1ccc(C(=O)NCC(=O)N(C)CC(=O)Nc2c(Cl)cccc2Cl)s1 reads -10% | -4% | . | . | 5% | 10%&8% | 2&-20 | -9% | 21%
Cc1cccc(-c2cnn(-c3cccc([N+](=O)[O-])c3)c2N)c1 reads -4% | ? | -1% | ? | -8% | 3% | -1 | -10% | -44%
